Compound activity deposited in PubChem BioAssay by National Center for Advancing Translational Sciences (NCATS).
TRPV1 agonist: HTS Assay for Compounds that Act as Agonists of the Vanilloid Receptor 1; Transient receptor potential cation channel subfamily V member 1 (Homo sapiens), Q8NER1; TRPV1-expressing cells, Fluo-8 calcium influx, agonist mode; activation, % at 8.33 µM; hit rate 0.19% among 320,000; AID 540275, 2011; in the data active = activation above about 80%; inconclusive = between about 30% and that limit; also: 0% is about no effect
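Cells expressing TRPV1 were dye-loaded with Fluo-8 and read kinetically: 10 s baseline, 3 min after compound (agonist portion), then 2 min after EC20 capsaicin (allosteric enhancer portion). Calcium-bound dye fluorescence at 480/520 nm.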
MBNL1-CUG inh: qHTS Assay for Inhibitors of MBNL1-poly(CUG) RNA binding; Muscleblind-like protein 1 (Homo sapiens), Q9NR56; TR-FRET MBNL1-His/biotin-(CUG)12 binding, 665/545 ratio; Potency, µM (highest dose often 57.5 µM), for inactives: at the highest dose activity change, negative = inhibition, actives largely listed as inhibitors; hit rate 0.036% among 280,000; active = well fitted inhibition curve with a large enough effect in the signal ratio, with a control signal flat, not every such curve was filed as active; inconclusive = small, poorly fitted or top-dose-only effect, or effect the other way, or a change in a side signal; inactive = no such curve, though single readings can be large or run the other way; the % refers to the signal ratio; also: potency is read from the fitted curve at half-maximal effect; % is scaled to controls: 0 for no effect and ±100 for the full control effect
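Ratiometric TR-FRET (665 over 545 nm, excitation 340 nm) tracks disruption of MBNL1-His/biotin-(CUG)12 complex after 60 min at room temperature, with compounds at 92 nM to 58 uM final.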
a7 integrin act: qHTS for Activators of Integrin-Mediated Alleviation for Muscular Dystrophy; alpha7betagal myoblasts, beta-gal FDG fluorescence, 48 h; AID 624291, 2012; Potency, µM (titrated, usually from 38.3 µM), for the others: at the highest dose activation, most hits filed as activators; hit rate 0.064% among 350,000;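 also: potency is read from the fitted curve at half-maximal effect; 100% = response of the positive control SU9516; nearly all actives have a fitted effect of over 60% in size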
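Alpha7betagal+/- myoblasts (passage 13) were plated 16-24 hr, then exposed to compounds (1:260 dilution of DMSO stock) for 48 hours at 37C. After MPER lysis, β-galactosidase reporter activity was read as FDG fluorescence (ex 480/em 540) after 30 minutes.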
S-ASM inh: Inhibitors of Secretory Acid Sphingomyelinase (S-ASM): qHTS. Sphingomyelin phosphodiesterase (Homo sapiens), P17405. placental ASM, HMU-PC fluorogenic substrate, 60 min. Potency, µM (highest dose often 57.5 µM), for the others: at the highest dose activity change, negative = inhibition, usual class: inhibitors. hit rate 0.006% among 340,000. AID 504937, 2011; also: potency is read from the fitted curve at half-maximal effect
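Fluorogenic HMU-PC substrate (9 uM final) is turned over by placental ASM in 60 min at 37 C after a 10 min compound preincubation. Reaction ended by alkaline stop (pH 10), with fluorescence read at 386/447 nm.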
MLL CXXC-DNA inh: qHTS Fluorescence Polarization Assay for Inhibitors of MLL CXXC domain - DNA interaction | Potency, µM (doses to about 115 µM), inactives show top-dose activity change, negative = inhibition, most hits filed as inhibitors | hit rate 0.037% among 290,000 | MLL-CXXC / FITC-HOXA9 DNA fluorescence polarization | AID 2662, 2010 | Histone-lysine N-methyltransferase 2A (Homo sapiens), Q03164; active = well fitted inhibition curve with a large enough effect in the polarisation, with a control signal flat, not every such curve was filed as active; inconclusive = small, poorly fitted or top-dose-only effect, or effect the other way, or a change in a side signal; inactive = no such curve, though single readings can be large or run the other way; the % refers to the polarisation; also: potency is read from the fitted curve at half-maximal effect
Target sequence (Q03164 whole entry, looked up, the tested form may be a part): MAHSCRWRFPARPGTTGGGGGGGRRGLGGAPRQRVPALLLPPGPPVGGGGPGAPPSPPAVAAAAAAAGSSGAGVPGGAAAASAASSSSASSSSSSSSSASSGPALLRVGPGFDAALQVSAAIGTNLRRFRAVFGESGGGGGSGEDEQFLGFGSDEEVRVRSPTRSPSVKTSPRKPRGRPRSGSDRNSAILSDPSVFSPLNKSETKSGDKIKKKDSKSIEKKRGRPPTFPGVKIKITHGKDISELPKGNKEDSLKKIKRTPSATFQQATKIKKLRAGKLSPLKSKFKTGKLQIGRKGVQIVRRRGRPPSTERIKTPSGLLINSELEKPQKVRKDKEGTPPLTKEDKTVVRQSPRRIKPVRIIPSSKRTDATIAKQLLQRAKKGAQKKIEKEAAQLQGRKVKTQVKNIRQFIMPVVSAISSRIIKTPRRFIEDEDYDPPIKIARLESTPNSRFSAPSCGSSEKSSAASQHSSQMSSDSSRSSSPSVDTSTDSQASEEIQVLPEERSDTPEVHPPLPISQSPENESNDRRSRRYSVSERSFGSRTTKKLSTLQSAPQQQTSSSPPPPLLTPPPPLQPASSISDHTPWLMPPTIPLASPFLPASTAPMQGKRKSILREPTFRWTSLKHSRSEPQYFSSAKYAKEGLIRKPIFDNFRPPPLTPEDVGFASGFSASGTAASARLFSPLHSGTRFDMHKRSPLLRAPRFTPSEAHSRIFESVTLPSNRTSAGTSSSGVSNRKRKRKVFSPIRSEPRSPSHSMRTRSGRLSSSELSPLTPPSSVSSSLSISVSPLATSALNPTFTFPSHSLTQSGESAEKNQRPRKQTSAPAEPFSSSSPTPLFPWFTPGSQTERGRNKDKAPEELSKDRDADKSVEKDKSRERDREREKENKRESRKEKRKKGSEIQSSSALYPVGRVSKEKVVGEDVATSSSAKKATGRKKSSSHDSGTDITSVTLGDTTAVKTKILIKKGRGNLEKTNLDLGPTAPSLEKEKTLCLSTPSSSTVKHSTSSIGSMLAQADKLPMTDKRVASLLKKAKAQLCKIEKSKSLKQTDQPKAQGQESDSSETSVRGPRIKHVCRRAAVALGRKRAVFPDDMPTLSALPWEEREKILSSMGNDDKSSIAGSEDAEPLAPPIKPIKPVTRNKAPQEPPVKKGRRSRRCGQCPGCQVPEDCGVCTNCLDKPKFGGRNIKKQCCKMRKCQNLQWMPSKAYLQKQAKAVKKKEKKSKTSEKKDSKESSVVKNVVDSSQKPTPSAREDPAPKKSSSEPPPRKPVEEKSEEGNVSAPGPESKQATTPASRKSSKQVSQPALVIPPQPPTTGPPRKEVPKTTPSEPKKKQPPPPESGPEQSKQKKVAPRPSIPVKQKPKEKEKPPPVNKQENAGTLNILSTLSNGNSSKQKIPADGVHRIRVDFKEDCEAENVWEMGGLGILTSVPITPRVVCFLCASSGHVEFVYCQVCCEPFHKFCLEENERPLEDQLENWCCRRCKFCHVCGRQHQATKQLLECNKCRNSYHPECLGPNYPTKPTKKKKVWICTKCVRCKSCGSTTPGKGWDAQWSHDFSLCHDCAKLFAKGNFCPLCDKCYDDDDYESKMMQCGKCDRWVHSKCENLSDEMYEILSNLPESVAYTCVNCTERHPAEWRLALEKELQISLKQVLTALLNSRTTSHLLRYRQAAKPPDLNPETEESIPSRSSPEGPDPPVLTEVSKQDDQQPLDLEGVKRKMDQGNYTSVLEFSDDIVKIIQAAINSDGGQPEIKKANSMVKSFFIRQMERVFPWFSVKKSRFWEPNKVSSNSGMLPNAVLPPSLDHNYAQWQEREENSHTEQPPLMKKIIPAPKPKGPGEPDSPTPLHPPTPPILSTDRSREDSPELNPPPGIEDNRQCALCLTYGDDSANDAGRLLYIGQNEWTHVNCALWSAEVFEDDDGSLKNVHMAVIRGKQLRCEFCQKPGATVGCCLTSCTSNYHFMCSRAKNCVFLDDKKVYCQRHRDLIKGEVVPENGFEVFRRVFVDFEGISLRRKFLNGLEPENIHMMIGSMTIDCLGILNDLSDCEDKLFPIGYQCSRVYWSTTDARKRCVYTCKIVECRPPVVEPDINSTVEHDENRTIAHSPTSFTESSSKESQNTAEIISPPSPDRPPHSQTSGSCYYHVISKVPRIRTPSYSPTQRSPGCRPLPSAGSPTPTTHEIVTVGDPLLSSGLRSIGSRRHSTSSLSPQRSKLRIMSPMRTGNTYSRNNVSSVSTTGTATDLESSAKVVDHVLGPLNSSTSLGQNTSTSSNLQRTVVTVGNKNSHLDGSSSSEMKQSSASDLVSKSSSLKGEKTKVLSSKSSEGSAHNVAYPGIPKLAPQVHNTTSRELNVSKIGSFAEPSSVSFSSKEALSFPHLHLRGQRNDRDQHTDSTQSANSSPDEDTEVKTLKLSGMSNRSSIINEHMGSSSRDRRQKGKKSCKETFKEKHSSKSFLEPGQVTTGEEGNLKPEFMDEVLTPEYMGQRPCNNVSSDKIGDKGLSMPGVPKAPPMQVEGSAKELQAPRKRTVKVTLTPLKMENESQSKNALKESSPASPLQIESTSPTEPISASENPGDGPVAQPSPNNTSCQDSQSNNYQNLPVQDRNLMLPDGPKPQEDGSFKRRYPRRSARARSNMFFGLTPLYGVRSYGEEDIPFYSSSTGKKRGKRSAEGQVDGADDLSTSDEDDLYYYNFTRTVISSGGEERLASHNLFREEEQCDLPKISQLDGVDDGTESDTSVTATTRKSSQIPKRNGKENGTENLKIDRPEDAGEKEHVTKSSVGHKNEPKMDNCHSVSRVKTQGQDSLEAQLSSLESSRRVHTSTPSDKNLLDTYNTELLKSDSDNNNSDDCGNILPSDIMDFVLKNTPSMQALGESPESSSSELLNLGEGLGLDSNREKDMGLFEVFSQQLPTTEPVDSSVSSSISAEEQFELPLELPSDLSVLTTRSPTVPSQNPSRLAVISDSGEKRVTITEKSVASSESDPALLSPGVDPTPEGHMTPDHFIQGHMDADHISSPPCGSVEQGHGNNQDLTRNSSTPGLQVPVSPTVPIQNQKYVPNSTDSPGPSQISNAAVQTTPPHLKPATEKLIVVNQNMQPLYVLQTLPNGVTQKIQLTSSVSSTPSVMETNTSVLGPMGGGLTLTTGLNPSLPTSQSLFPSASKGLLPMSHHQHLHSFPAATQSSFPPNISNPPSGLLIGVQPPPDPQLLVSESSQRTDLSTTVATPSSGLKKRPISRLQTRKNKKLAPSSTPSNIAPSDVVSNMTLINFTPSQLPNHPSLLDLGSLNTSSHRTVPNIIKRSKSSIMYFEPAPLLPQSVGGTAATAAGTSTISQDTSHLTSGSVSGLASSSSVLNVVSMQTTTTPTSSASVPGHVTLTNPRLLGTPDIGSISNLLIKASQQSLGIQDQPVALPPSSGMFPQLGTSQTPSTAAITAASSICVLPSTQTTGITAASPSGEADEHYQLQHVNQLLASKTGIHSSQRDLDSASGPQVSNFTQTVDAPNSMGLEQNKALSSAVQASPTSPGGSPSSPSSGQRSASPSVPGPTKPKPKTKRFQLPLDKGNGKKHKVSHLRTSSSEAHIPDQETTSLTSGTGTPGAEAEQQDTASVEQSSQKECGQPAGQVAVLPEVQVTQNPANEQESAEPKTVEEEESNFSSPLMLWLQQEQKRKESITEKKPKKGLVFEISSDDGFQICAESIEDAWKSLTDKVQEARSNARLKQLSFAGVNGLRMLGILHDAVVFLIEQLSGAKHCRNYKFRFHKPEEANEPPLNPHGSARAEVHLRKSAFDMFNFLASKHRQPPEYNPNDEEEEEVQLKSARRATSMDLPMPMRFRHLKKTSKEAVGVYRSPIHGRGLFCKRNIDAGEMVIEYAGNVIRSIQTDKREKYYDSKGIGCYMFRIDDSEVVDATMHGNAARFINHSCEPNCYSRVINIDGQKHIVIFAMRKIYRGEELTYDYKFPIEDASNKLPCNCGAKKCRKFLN
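Fluorescence polarization: 7 uM MLL-CXXC (stock) preincubated 5 min with compounds, then 50 nM fluorescein-HOX-A9 DNA (stock) added; 30 min ambient. Buffer 50 mM Tris-HCl pH 7.5, 50 mM NaCl, 1 mM DTT, 0.05% BSA.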
hERG WT inh: qHTS for Inhibitors of KCHN2 3.1: Wildtype qHTS | Voltage-gated inwardly rectifying potassium channel KCNH2 (Homo sapiens), Q12809 | hit rate 0.37% among 340,000 | U2OS, BacMam KCNH2, thallium flux FluxOr; active compounds read low | activity change, % at 1.84 µM;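 active = maximum activity change below -70%; inconclusive = maximum activity change between -70% and -50%; inactive = maximum activity change above -50%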; also: % is scaled to controls: 0 for no effect and ±100 for the full control effect
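U2OS cells were transduced with wild-type KCNH2 virus (2.03 x 10^8 / mL) for 4 h at room temperature, then cultured overnight at 37 C. Thallium flux was read with FluxOr dye. Rate constants were normalized to DMSO controls.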
A-T KAP1 phos: qHTS Assay for Identifying a Potential Treatment of Ataxia-Telangiectasia; Potency, µM (doses to about 57.5 µM), for inactives: at the top dose activation, hits mostly activators; hit rate 0.19% among 320,000; […] A-T fibroblasts, KAP-1 phosphorylation AlphaLISA; neocarzinostatin DNA damage 30 min before lysis; also: potency is read from the fitted curve at half-maximal effect; % of control where 0% means no effect; nearly all actives have a fitted effect of over 45% in size
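hTERT-immortalized A-T patient fibroblasts ([…]), 500 cells/well in OPTI-MEM, 1% FBS, got compounds for 60 min, then NCS for 30 min at 37C. Lysates were then assayed for phospho-KAP-1 by AlphaLISA (anti-pKAP1 donor, anti-KAP1 acceptor beads), 6 hr at 25C.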
Coupling enz: qHTS Assay for Inhibitors of Fructose-1,6-bisphosphate Aldolase from Giardia Lamblia: Coupling assay counterscreen; coupling enzyme system counterscreen, AmpLite Red fluorescence; activity change, negative = inhibition, % at 58.2 µM, hits read low; hit rate 0.67% among 290,000; in the data active = activity change below about -30%; also: % is scaled to controls: 0 for no effect and ±100 for the full control effect
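Final compound at 57.5 uM, incubated 10 min at RT with coupling enzyme reagent (glyceraldehyde-3-phosphate), then 20 min with substrate and AmpLite Red detection. Fluorescence read at 525/598 nm; tests interference with the coupling assay, not aldolase inhibition.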
KCNH2 3.1 block: qHTS for Inhibitors of KCHN2 3.1: Mutant qHTS; U2OS KCNH2 3.1, thallium flux FluxOr; active compounds read low; activity change, % (tested at about 1.8 µM); hit rate 0.95% among 340,000; AID 720553, 2013;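 active = maximum activity change below -70%; inconclusive = maximum activity change from -70% to -50%; inactive = maximum activity change above -50%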;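 also: thallium influx rate constant from kinetic fluorescence after stimulation buffer; % is scaled to controls: 0 for no effect and ±100 for the full control effect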
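Kinetic fluorescence (2 min after stimulation buffer) measures Tl+ influx through KCNH2 3.1 expressed by viral transduction in U2OS cells; the rate constant is normalized against DMSO controls serving as positive and negative references.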
GALK inhibitor: qHTS Assay for Inhibitors of Human Galactokinase (GALK); P51570; Purified GALK, Kinase-Glo residual ATP luminescence; Potency, µM (series often up to 57.5 µM), inactives show at the highest dose activity change, negative = inhibition, most hits filed as inhibitors; hit rate 0.007% among 270,000; also: potency is read from the fitted curve at half-maximal effect; % is scaled to controls: 0 for no effect and ±100 for the full control effect
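Luminescence from leftover ATP (Ultra-Glo luciferase/luciferin) served as read-out after a 1 h room-temperature reaction of 5 nM GALK with 35 uM ATP and 100 uM galactose.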
The depositor's hits bear a star; u = inconclusive; x = no result given; & = joins results of further samples; [ ] = dose if it differs, or a comment. Unless noted, calls follow the shape of the dose curve; as a rule, active = well fitted curve in the direction sought with a large enough effect; inconclusive = small, poorly fitted or top-dose-only effect, or another doubt; inactive = no such curve, though single readings can be large; an effect the other way counts as inactive or inconclusive.

Second line of a record: TRPV1 agonist	MBNL1-CUG inh	a7 integrin act	S-ASM inh	MLL CXXC-DNA inh	hERG WT inh	A-T KAP1 phos	Coupling enz	KCNH2 3.1 block	GALK inhibitor
N#CCSc1nnc(-c2ccc3c(c2)OCO3)o1
    1	-8%	3%	5%	-4%	4	-2%	2	-16	2%
CCCc1cc(=O)[nH]c(SCC(=O)NN(c2ccccc2)c2ccccc2)n1
    -3	-5%	-12%	-3%	-3%	4	3%	4	11	-1%
Cc1ccccc1NP(=O)(c1ccccc1)c1nc2ccccc2s1 (configuration not stated)
    18	-5%	u	-5%	0%	-10	8%	0	1	0%
CCO[C@H]1OC(C(=O)O)=C[C@@H](c2ccc(C(F)(F)F)cc2)[C@@H]1CCCO
    2	-1%	14%	-6%	13%	x	-18%	-1	x	0%
COc1ccc(C(=O)N2CCN(Cc3cn[nH]c3-c3ccc(OC)cc3F)CC2)cc1
    0	-12%	6%	6%	-12%	10	2%	0	-11	-1%
NNc1nc(-c2ccccc2Cl)nc2ccccc12
    4	-6%	-18%	-1%	25%	1	-5%	-1	31	1%
Cc1ccc(-c2nc(N)s[n+]2-c2ccccc2)cc1
    -2	x	-9%	2%	u	2	1%	-1	-4	0%
CCn1c(=O)c(=O)[nH]c2cc(C(=O)NCC3CCCCC3)ccc21
    1	x	-25%	1%	1%	-3	2%	1	-20	1%
CC1(C)CNc2cc([N+](=O)[O-])ccc2S1
    2	u	4%	-5%	-1%	-1	-2%	1	-1	0%
Cc1cc(OCC(=O)OCC(=O)NCC2CCCO2)ccc1Cl (configuration not stated)
    6	x	10%	2%	x	9	4%	x	28	x
CCSC1=N/C(=C\c2cccc(F)c2)C(=O)S1
    -4	0%	4%	0%	12%	-4	3%	0	7	2%
Cc1c(C(=O)N2CCN(S(=O)(=O)c3ccc(F)cc3)CC2)oc2ccccc12
    u	x	0%	x	x	-4	11%	x	-3	x
CCCCN(CC)C(=S)Nc1ccc2nc3n(c(=O)c2c1)CCCCC3
    8	x	-2%	4%	4%	-2	-3%	2	23	1%
COc1ccccc1C(=O)Nc1ccncc1
    1	-3%	-3%	1%	6%	7	7%	0	20	-3%
Cc1oc(-c2ccccc2Cl)nc1CSCC(=O)NC1CC1
    11	3%	2%	3%	0%	6	8%	3	6	-1%
CCC[N+]1(CC#CC(O)(c2ccccc2)C2CCCCC2)CCCCC1 (configuration not stated)
    1	-5%	-11%	-1%	-7%	-3	11%	1	-14	-1%
CSc1nc2[nH]c3c(c2c2ncnn12)CCCC3
    -1	10%	-19%	-3%	9%	3	13%	-1	-6	0%
CCOc1cccc2cc(C(=O)NCc3cccnc3)c(=O)oc12
    12	u	-15%	0%	20%	0	x	-2	0	0%
COc1cc(C(=O)NC(=S)Nc2cccc3nc(C)ccc23)cc(OC)c1OC
    2	-2%	22%	-5%	-6%	11	-5%	0	6	-1%
C[C@H](CO)N1C[C@H](C)[C@H](CN(C)S(=O)(=O)c2cccs2)Oc2ccc(NC(=O)Nc3ccc4c(c3)OCO4)cc2CC1=O
    x	x	-33%	-9%	x	0	4%	x	23	x
COc1ccc2c(c1)C1NC(=S)NC(C)(O2)C1C(=O)Nc1ccccc1C (configuration not stated)
    0	-7%	3%	10%	-5%	-2	3%	0	1	0%
C[C@@H]1CN([C@@H](C)CO)C(=O)c2cc(NC(=O)C3CC3)ccc2O[C@H]1CN(C)C
    x	x	0%	9%	x	10	9%	x	5	x
O=C(CSc1ccc2nnc(-c3ccc(F)cc3)n2n1)N1CCOCC1
    x	x	-14%	-2%	x	-2	x	x	6	x
CCOC(=O)CCCNC(=O)COC(=O)CCC(=O)c1ccc(F)cc1
    -2	-10%	21%	3%	13%	-15	2%	1	14	3%
CCOC(=O)c1cccc(N2C(=O)c3ccccc3S2(=O)=O)c1
    8	3%	-5%	0%	0%	-2	4%	-2	-21	2%
CC(C)(C)OC(=O)[C@H](NC(=O)OCc1ccccc1)c1ccccc1
    u	x	14%	-16%	x	-18	8%	x	u	x
CC(=O)Nc1ccc2c(c1)-c1ccc(F)cc1C2
    x	x	22%	-4%	x	1	x	x	21	x
Cc1cccc2cc(C(c3nnnn3CC3CCCO3)N3CCOCC3)c(=O)[nH]c12 (configuration not stated)
    0	3%	2%	-1%	2%	7	4%	-4	-3	0%
Cc1cccc(NC(=O)COC(=O)c2ccc(S(=O)(=O)N3CCCC3)cc2)c1
    3	x	-7%	0%	x	-4	5%	x	-4	x
CC(Cc1ccccc1)C(=O)NCCO (configuration not stated)
    4	-20%	12%	8%	1%	-4	-8%	6&0	-7	x
Cc1c(N2C(=O)c3ccc4c5c(ccc(c35)C2=O)CC4)c(=O)n(-c2ccccc2)n1C
    -7	u	-14%	64%[activator]	9%	7	-3%	-5	0	2%
CCOc1ccc(NC(=O)C(c2ccccn2)N(C(=O)CCl)c2ccc(OCC)cc2)cc1 (configuration not stated)
    -2	21%	2%	0%	-2%	-15	-2%	-17	-1	1%
COc1ccc(/C=N/N=C/c2ccc(OC)cc2)cc1
    2	-3%	-23%	4%	5%	-3	3%	0	-27	x
FC(F)(F)c1ccc(Oc2ccccc2Cl)nc1
    0	-1%	24%	-1%	u	35	-4%	-3	-20	3%
Cc1csc(NC(=O)CSc2nc(=O)cc(N)n2-c2ccc(F)cc2)n1
    3	-6%	4%	-1%	2%	-1	-9%	2	u	9%
COc1ccccc1-c1nnc(SCC(=O)NC2CCCCC2)o1
    -4	-1%	2%	-10%	13%	7	8%	5	8	-2%
Oc1ccc(N2CCN(c3nc(-c4cccs4)nc4ccccc34)CC2)cc1
    u	0%	-14%	-14%	5%	7	7%	4	-47	-2%
CC(=O)c1c(C)nn(CC(O)Cn2c3c(c4cc(C)ccc42)CCCC3=O)c1C (configuration not stated)
    14	3%	11%	72%[activator]	3%	0	4%	4	7	1%
CC1CCC(NC(=O)c2ccc(/C=C3\Oc4ccccc4N(C)C3=O)cc2)CC1 (configuration not stated)
    1	-6%	x	x	-5%	x	1%	15	x	3%
CC1CCN(c2ccc3nnc(CCC(=O)NC(C)C)n3n2)CC1
    7	-4%	-11%	-2%	-1%	-9	-1%	2	-5	x
Cc1ccc(S(=O)(=O)NCC2CCC(C(=O)NCCCOC(C)C)CC2)cc1 (configuration not stated)
    -1	-20%	x	x	9%	x	-19%	5	x	x
Clc1cc2cccnc2c2ccccc12
    0	0%	26%	0%	2%	3	14%	-6	3	4%
CC1CCC(C(=O)c2c(O)c3ccccc3oc2=O)CC1 (configuration not stated)
    -3	4%	9%	-7%	-17%	7	x	14	-16	2%
Cc1ccc(NC(=O)N2CCN(c3ccccn3)CC2)cc1
    1	6%	3%	5%	16%	3	-2%	1	3	-2%
CCOC(=O)c1ccccc1NC(=O)CN(c1ccccc1C)S(C)(=O)=O
    -7	0%	13%	-1%	2%	-2	1%	-1	-6	0%
COc1cccc(C2CC(=O)C3=C(C2)Nc2ccccc2N(C(=O)CCC(=O)O)C3c2ccc(F)cc2)c1 (configuration not stated)
    3	7%	20%	9%	-5%	0	3%	10	-4	-2%
O=[N+]([O-])c1ccc(SCc2c(F)cccc2Cl)nc1
    8	u	0%	-2%	-19%	1	12%	2	-9	1%
COc1cc2c(cc1C1NC(=S)NC(C)=C1C(N)=O)CCCC2 (configuration not stated)
    -2	-1%	u	8%	-6%	3	5%	-3	-8	4%
COc1ccccc1OCCCCOc1ccccc1C(C)=O
    11	x	-16%	0%	19%	7	14%	3	-5	-1%
COc1ccc(N2CCN(C(=O)Nc3ccccc3C)CC2)cc1
    2	-3%	7%	4%	-8%	-1	-3%	4	-1	10%
O=C1CC(C(=O)N2CCC(N3CCC(C(=O)NC4CC4)CC3)CC2)c2ccccc21 (configuration not stated)
    -3	-7%	-40%	15%	2%	-10	6%	-16	6	2%
